Screens (PubChem BioAssay)
NPYLR7 agonist = agonists of mosquito NPYLR7 receptor, primary screen, cell-based, Aedes aegypti, calcium fluorescence, mosquito biting behavior | HEK293T NPYLR7/Galpha15, GCaMP6s calcium fluorescence | activation, % at 10 µM | 0.15% of 270,000 active | AID 1259423, 2018; in the data active = activation above about 40%;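 note: 0% = vehicle and 100% = reference agonist at the receptor; some compounds past the cut are filed as inactive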
hcGAS lum = Primary biochemical luminescence assay for human cyclic GMP-AMP synthase inhibitors. Q8N884. recombinant h-cGAS, ATP depletion, Kinase-Glo luminescence. inhibition, % at 12.5 µM. 0.081% of 290,000 active;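 note: 0% = vehicle reaction and 100% = reaction without DNA for no activity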
Target sequence (Q8N884 whole entry, looked up): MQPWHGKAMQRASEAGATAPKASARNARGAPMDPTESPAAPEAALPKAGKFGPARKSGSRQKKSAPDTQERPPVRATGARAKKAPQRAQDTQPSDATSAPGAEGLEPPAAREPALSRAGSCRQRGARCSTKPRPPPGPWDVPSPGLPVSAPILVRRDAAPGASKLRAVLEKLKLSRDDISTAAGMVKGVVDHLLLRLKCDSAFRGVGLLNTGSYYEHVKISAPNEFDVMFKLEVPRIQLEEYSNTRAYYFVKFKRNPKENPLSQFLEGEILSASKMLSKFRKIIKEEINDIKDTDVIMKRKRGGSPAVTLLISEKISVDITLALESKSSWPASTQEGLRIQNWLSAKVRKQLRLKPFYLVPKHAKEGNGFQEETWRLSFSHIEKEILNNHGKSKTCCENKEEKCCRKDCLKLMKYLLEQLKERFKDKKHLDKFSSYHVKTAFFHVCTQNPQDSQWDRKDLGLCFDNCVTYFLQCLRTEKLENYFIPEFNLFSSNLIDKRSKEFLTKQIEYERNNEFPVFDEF
mcGAS inh = cyclic GMP-AMP synthase inhibitors, mouse, primary biochemical chemiluminescence. recombinant cGAS, Kinase-Glo ATP depletion luminescence. inhibition, % at 12.5 µM. 0.15% of 160,000 active;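 note: 0% = negative control wells and 100% = reference inhibitor with no enzyme activity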
* marks the source's active call; other numbers are inactive results; & = joins results of further samples. Cut-off read from the data, not from the text of the source, unless noted: active = inhibition above about 40%; inactive = the rest.

What do the screens show for `C=CCN(Cc1ccccn1)C(=O)CC(=O)Nc1cc(C)ccc1C`?
NPYLR7 agonist: -2; hcGAS lum: -1; mcGAS inh: -17

What do the screens show for `CSCc1nc2scc(-c3cccs3)c2c(=O)[nH]1`?
NPYLR7 agonist: 10; hcGAS lum: -7

Results for COC(=O)c1c(C)c(C(=O)C(C)N(Cc2ccco2)C(=O)Nc2c(C)cccc2C)c(C)n1C (stereo not drawn) ?
NPYLR7 agonist: -7; hcGAS lum: -10; mcGAS inh: -7

How did Cc1ccc(C2C(C(=O)c3cccs3)=C(O)C(=O)N2CCN(C)C)o1 (stereo not drawn) do in these assays?
NPYLR7 agonist: 2; hcGAS lum: 2

How did C=CCn1c(SCC(=O)Nc2ccc(C(=O)OC)cc2)nc2sc3c(c2c1=O)CCC3 do in these assays?
NPYLR7 agonist: -6; hcGAS lum: -4; mcGAS inh: -8

Results for CC(Oc1cccc(N2CCCC2=O)c1)C(=O)N1CCC(Cc2ccccc2)CC1 (stereo not drawn) ?
NPYLR7 agonist: 3; hcGAS lum: -3

How did Cc1ccc(C)c(OCC(=O)N[C@@H](CC(C)C)C(N)=O)c1C do in these assays?
NPYLR7 agonist: 0; hcGAS lum: -5; mcGAS inh: -11

How did O=C(NC(=S)N1CCOCC1)c1cccc([N+](=O)[O-])c1 do in these assays?
NPYLR7 agonist: -4; hcGAS lum: 0

Results for CN1CCCc2cc(NC(=O)CSCc3ccccn3)ccc21 ?
NPYLR7 agonist: 10; hcGAS lum: -9; mcGAS inh: -9

Results for C=CCOC(=O)C1=C(C)N(Cc2ccc([N+](=O)[O-])cc2)C(=O)CC1c1cccc(OC)c1 (stereo not drawn) ?
hcGAS lum: -1; mcGAS inh: -2

What do the screens show for `CC(=O)c1cc(-c2ccccc2CN2CCOCC2)ccc1O`?
NPYLR7 agonist: 6; hcGAS lum: -4; mcGAS inh: -16

How did O=C1N=C(N2CCN(c3cccc(C(F)(F)F)c3)CC2)S/C1=C/c1cccs1 do in these assays?
NPYLR7 agonist: 4; hcGAS lum: -2

How did S=c1ccss1 do in these assays?
NPYLR7 agonist: 0; hcGAS lum: 8

Results for CCCc1nnc(NC2CCCN(C(=O)OC)C2)s1 (stereo not drawn) ?
NPYLR7 agonist: 8; hcGAS lum: -9

How did Cc1cc(CC(C)Nc2nc(-c3cccnc3)nc3c2cnn3C)n[nH]1 (stereo not drawn) do in these assays?
NPYLR7 agonist: 15; hcGAS lum: -1

What do the screens show for `COCCN(CC(=O)N1CC(=O)N(c2ccc(Cl)cc2)C1)C(=O)C(C)(C)CCl`?
NPYLR7 agonist: 20; hcGAS lum: -5; mcGAS inh: -7

Results for Cc1cccn2c(=O)nc(SCC(=O)N3CCN(c4ccccc4)CC3)nc12 ?
NPYLR7 agonist: 14; hcGAS lum: 6

Results for OCc1csc(-c2cccc(C(F)(F)F)c2)n1 ?
NPYLR7 agonist: 1; hcGAS lum: -6

How did CC1CCC(C(C)C)C(OC(=O)CSc2nc(-c3ccccc3)c(C#N)c(=O)[nH]2)C1 (stereo not drawn) do in these assays?
NPYLR7 agonist: -13; hcGAS lum: 7

Results for C[C@]12C[C@H](O)[C@H]3[C@@H](CCC4=CC(=O)CC[C@@]43C)[C@@H]1CC[C@@H]2C(=O)CO ?
NPYLR7 agonist: -3&-4&7; hcGAS lum: -2&-6&-3; mcGAS inh: -4

Results for CCOC(=O)CSc1nnc(NC(=O)c2cc(OC)c(OC)c(OC)c2)s1 ?
NPYLR7 agonist: 0; hcGAS lum: -2

What do the screens show for `Cc1cc(-c2nnc(NC(=O)CCCS(=O)(=O)c3ccccc3)o2)nn1C`?
NPYLR7 agonist: -6; hcGAS lum: -8; mcGAS inh: -10

How did Cc1cnc(CCNC2CCOC3(CCOCC3)C2)[nH]1 (stereo not drawn) do in these assays?
hcGAS lum: -10; mcGAS inh: -5

Results for CN(C)CCCN1CC(C(=O)O)CC1=O (stereo not drawn) ?
NPYLR7 agonist: 1; hcGAS lum: -5

An excerpt of the results above, as a working copy:
How did S=c1ccss1 do in these assays?
NPYLR7 agonist: 0; hcGAS lum: 8

Results for CCCc1nnc(NC2CCCN(C(=O)OC)C2)s1 (stereo not drawn) ?
NPYLR7 agonist: 8; hcGAS lum: -9

(list continues)
Results for CCCCN(CC(=O)Nc1cc(C(C)(C)C)nn1-c1ccc(Cl)c(Cl)c1)C(=O)Nc1cccc(Cl)c1Cl ?
hcGAS lum: -3; mcGAS inh: -5

What do the screens show for `O=C(CN1C(=O)C2C3C=CC(C3)C2C1=O)NCC(c1ccco1)N1CCCCC1` (stereo not drawn)?
NPYLR7 agonist: -1; hcGAS lum: -1; mcGAS inh: -6

Results for CCOc1ccccc1CNC(=O)CCc1ccc(-c2ccc(Cl)cc2)n1-c1ccc(OC)cc1 ?
NPYLR7 agonist: 2; hcGAS lum: -9; mcGAS inh: -10

What do the screens show for `CC(C)(NC(=O)CCc1cccs1)c1ccc(Br)cc1`?
NPYLR7 agonist: 1; hcGAS lum: -9

What do the screens show for `COCC1CN(C)CC12CCN(Cc1cnn(C(C)C)c1)CC2` (stereo not drawn)?
hcGAS lum: -4; mcGAS inh: -3

How did Cc1c(NC(=O)N2CCSCC2)cccc1OCC(F)(F)F do in these assays?
NPYLR7 agonist: 6; hcGAS lum: -4

Results for Cc1nnc(NC(=O)CSc2ccc(-c3sc(-c4cccnc4)nc3C)nn2)s1 ?
NPYLR7 agonist: 4; hcGAS lum: -3

How did CCc1nc2c(Oc3nc4ccccc4s3)cccn2c1N(C=O)Cc1ccccc1 do in these assays?
NPYLR7 agonist: -3; hcGAS lum: -2; mcGAS inh: -4

How did O=C(CN1CCN(c2ccc(F)cc2)CC1)Nc1cc(F)ccc1F do in these assays?
NPYLR7 agonist: -5; hcGAS lum: -3

How did CCN1CCN(C(=O)c2cnc(-c3cccc(C)c3)nc2N2CCc3ccccc3C2)CC1 do in these assays?
NPYLR7 agonist: -2; hcGAS lum: -1

What do the screens show for `CCC(C(=O)N(Cc1ccccc1)Cc1cc(NC(=O)NC(C)C)ccc1N(C)C)c1ccccc1` (stereo not drawn)?
hcGAS lum: -5; mcGAS inh: -5

Results for c1cc(-c2nc3cc(Oc4ccc5oc(-c6ccncc6)nc5c4)ccc3o2)ccn1 ?
NPYLR7 agonist: -2; hcGAS lum: -12

How did CCOC(=O)CCc1c(C)nc2ncnn2c1N1CCN(C(=O)Nc2ccc(C(C)=O)cc2)CC1 do in these assays?
NPYLR7 agonist: 0; hcGAS lum: 0; mcGAS inh: -5

What do the screens show for `CN(C(=O)c1cc2ccc(C(C)(C)C)cc2[nH]1)C1(C#N)CCC1`?
NPYLR7 agonist: 4; hcGAS lum: -7

Results for c1ccc(-n2nnc3c(SCc4cccnc4)ncnc32)cc1 ?
NPYLR7 agonist: -3; hcGAS lum: -2; mcGAS inh: -1

How did CCCCCC(=O)Nc1cccc2ccccc12 do in these assays?
NPYLR7 agonist: 9; hcGAS lum: 9; mcGAS inh: -8

Results for CCOC(=O)c1nc2cc(Cl)c(Cl)cc2nc1N1CCCN(S(=O)(=O)Cc2ccccc2)CC1 ?
NPYLR7 agonist: 5; hcGAS lum: 6; mcGAS inh: 2

How did COCCC(=O)Nc1ccc2c(c1)CN(C(=O)c1cc3c(s1)CCCCC3)CC2 do in these assays?
NPYLR7 agonist: 16&2; hcGAS lum: -7&2

Results for CC(C)c1nc2c(OCc3ccccc3)cccn2c1NC(C)(C)CC(C)(C)C ?
NPYLR7 agonist: 29; hcGAS lum: -4; mcGAS inh: -8

What do the screens show for `Cc1oc(-c2cc3c(cc2Cl)OCO3)nc1CN1CCCCC1c1nccn1C` (stereo not drawn)?
NPYLR7 agonist: 4; hcGAS lum: -6; mcGAS inh: -8

What do the screens show for `C=CCN(Cc1csc(COc2ccccc2C(C)C)n1)C(=O)C1CCCC1`?
NPYLR7 agonist: 1; hcGAS lum: -1; mcGAS inh: 2

How did Cc1ccc(-c2cnc(CCC(=O)N3CCCCCC3C3CCCCC3=O)o2)cc1 (stereo not drawn) do in these assays?
NPYLR7 agonist: 2; hcGAS lum: -4

What do the screens show for `COc1cc(-c2c(C#N)c(N)nc3c2c(C)nn3-c2ccc(C)cc2)ccc1O`?
NPYLR7 agonist: 1; hcGAS lum: -4

How did C[C@](N)(Cc1ccccc1)C(=O)N1CCC(N2CCSCC2)CC1 do in these assays?
NPYLR7 agonist: -2; hcGAS lum: 1

Part of the list above in order of SMILES length, smallest number first:
How did C[C@](N)(Cc1ccccc1)C(=O)N1CCC(N2CCSCC2)CC1 do in these assays?
NPYLR7 agonist: -2; hcGAS lum: 1

How did Cc1ccc(-c2cnc(CCC(=O)N3CCCCCC3C3CCCCC3=O)o2)cc1 (stereo not drawn) do in these assays?
NPYLR7 agonist: 2; hcGAS lum: -4

How did COCCC(=O)Nc1ccc2c(c1)CN(C(=O)c1cc3c(s1)CCCCC3)CC2 do in these assays?
NPYLR7 agonist: 16&2; hcGAS lum: -7&2

What do the screens show for `COc1cc(-c2c(C#N)c(N)nc3c2c(C)nn3-c2ccc(C)cc2)ccc1O`?
NPYLR7 agonist: 1; hcGAS lum: -4

Results for CCOC(=O)c1nc2cc(Cl)c(Cl)cc2nc1N1CCCN(S(=O)(=O)Cc2ccccc2)CC1 ?
NPYLR7 agonist: 5; hcGAS lum: 6; mcGAS inh: 2

New compounds follow:
How did Cc1ccc(-c2csc(N)n2)o1 do in these assays?
NPYLR7 agonist: 0; hcGAS lum: -8

What do the screens show for `CCOC(=O)C1=C(C)N=c2s/c(=C\c3ccccc3OC)c(=O)n2C1c1ccc(OC(C)=O)cc1` (stereo not drawn)?
NPYLR7 agonist: 0; hcGAS lum: -5

What do the screens show for `CCOC(=O)c1c(NC(=O)c2ccccc2Cl)sc2c1CCC2`?
NPYLR7 agonist: -5; hcGAS lum: -4; mcGAS inh: -6

Results for CCOc1ccccc1C(=O)NCCc1cc2cc(C)c(C)cc2[nH]c1=O ?
NPYLR7 agonist: 1; hcGAS lum: 4; mcGAS inh: -1

Results for Cc1c(C(C)NC(=O)c2ccsc2)cnn1-c1cccc2ccccc12 (stereo not drawn) ?
NPYLR7 agonist: 9; hcGAS lum: -7

How did CN1CCN(S(=O)(=O)c2ccc(F)c(F)c2F)CC1 do in these assays?
NPYLR7 agonist: -3; hcGAS lum: -6

How did CC(C)c1ccc(C=NN2CCN(Cc3ccccc3)CC2)cc1 do in these assays?
NPYLR7 agonist: 14; hcGAS lum: -5; mcGAS inh: -8

How did COC(=O)c1csc(CN(C(=O)COCc2ccccc2)C2CCCCC2)n1 do in these assays?
NPYLR7 agonist: -9; hcGAS lum: -9; mcGAS inh: -7

What do the screens show for `C=C(C)Cn1c(=O)c2c(nc3n(-c4ccccc4F)c(C)c(C)n23)n(C)c1=O`?
NPYLR7 agonist: 13; hcGAS lum: -10

How did Clc1ccccc1-c1nc2c(NCc3ccccn3)nccc2[nH]1 do in these assays?
NPYLR7 agonist: -4; hcGAS lum: -8; mcGAS inh: -8

What do the screens show for `CCCCCCNC(=O)Cc1csc(NC(=O)CN(C(=O)c2ccco2)C(C)C)n1`?
NPYLR7 agonist: 18; hcGAS lum: -4; mcGAS inh: -6

Results for O=P(O)(O)C(O)(Cn1ccnc1)P(=O)(O)O ?
NPYLR7 agonist: -8; hcGAS lum: -6

What do the screens show for `Cc1cc(NC(=O)N2CCN(C)CC2C)n(-c2ccccn2)n1` (stereo not drawn)?
NPYLR7 agonist: -3; hcGAS lum: -3

How did COc1ccc(-c2cnc3ncnn3c2N2CCCN(S(=O)(=O)c3c(C)noc3C)CC2)cc1OC do in these assays?
NPYLR7 agonist: 27; hcGAS lum: 1; mcGAS inh: -4

How did Cc1ccsc1-c1nccn1CCc1n[nH]c(=O)[nH]1 do in these assays?
NPYLR7 agonist: 0; hcGAS lum: 0; mcGAS inh: 0

How did CCN1C(=O)NC(c2ccc(Cl)cc2Cl)C2=C1CN(CC(=O)NCCCN1CCCC1=O)C2=O (stereo not drawn) do in these assays?
NPYLR7 agonist: -1; hcGAS lum: -4; mcGAS inh: -3

What do the screens show for `CC1CC(NC(=O)c2cccc(F)c2F)CCN1Cc1ccccc1` (stereo not drawn)?
NPYLR7 agonist: 8; hcGAS lum: -13; mcGAS inh: -4

What do the screens show for `CCOC(=O)C1(CC2CCCCO2)CCN(C(=O)c2ccc3c(c2)OCCO3)CC1` (stereo not drawn)?
NPYLR7 agonist: 2; hcGAS lum: -10; mcGAS inh: -11

Results for N[C@@H]1CC[C@@H](NC(=O)c2cc(C(F)(F)F)[nH]n2)C1 ?
NPYLR7 agonist: 7; hcGAS lum: -4; mcGAS inh: -19

How did CCc1csc(CNC2CCC3(CCNCC3)CC2)n1 do in these assays?
NPYLR7 agonist: -5; hcGAS lum: 2; mcGAS inh: 0

What do the screens show for `Cc1ccc2nc(SCC(=O)c3ccccc3)nc(=O)n2c1`?
NPYLR7 agonist: 2; hcGAS lum: -7; mcGAS inh: -7

How did Cc1sc(NC(=O)CSc2cn[nH]n2)c(C)c1C do in these assays?
NPYLR7 agonist: 0; hcGAS lum: -3; mcGAS inh: -10

How did CCOC(=O)C1CCN(CC(=O)N2N=C(c3ccccc3F)CC2c2ccc(C)cc2C)CC1 (stereo not drawn) do in these assays?
NPYLR7 agonist: 10; hcGAS lum: -6; mcGAS inh: -4

How did CCOC(=O)Cn1nc(C)c([N+](=O)[O-])c1C do in these assays?
NPYLR7 agonist: 4; hcGAS lum: -1; mcGAS inh: -4

What do the screens show for `CCC(CC)C(=O)NC[C@H]1O[C@@H](CC(=O)NC(C)C)[C@H](O)[C@@H]1O`?
NPYLR7 agonist: -3; hcGAS lum: -3; mcGAS inh: -7

What do the screens show for `Oc1oc(-c2ccc(Br)cc2)nc1C=Nc1cc(Cl)ccc1Cl`?
NPYLR7 agonist: -1; hcGAS lum: -4

How did CN(CCNC(=O)c1csc2c1CCCC2)C1CCCCC1 do in these assays?
NPYLR7 agonist: 2; hcGAS lum: 0; mcGAS inh: 0
